aSyn yeast inh: qHTS of alpha-syn Inhibitors. Yeast expressing alpha-synuclein, growth rescue, BacTiter-Glo, 24 h. AID 652106, 2013. actives 0.14% (n = 370,000). Potency, µM (doses to about 46.1 µM), for the others: at the top dose growth rescue (activation), actives largely listed as activators; note: % of control where 0% means no effect; nearly all actives have a fitted effect of over 65% in size
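Readout is rescue of growth in alpha-synuclein-expressing yeast, so inhibitors of toxicity appear as activators. Growth after 24 hr at 30 deg C in galactose medium is quantified by luminescence.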
EPAC1 agonist: qHTS for Agonist of cAMP-regulated guanine nucleotide exchange factor 3 (EPAC1): primary screen. Potency, µM (highest dose often 154 µM), without a hit: at the top dose activation, hits mostly activators. EPAC1 agonist qHTS, biochemical assay; response scale: 100% = response to 6.5 mM cAMP. AID 720707, 2013. actives 0.073% (n = 360,000); note: nearly all actives have a fitted effect of over 60% in size
Target sequence (O95398 whole entry, looked up): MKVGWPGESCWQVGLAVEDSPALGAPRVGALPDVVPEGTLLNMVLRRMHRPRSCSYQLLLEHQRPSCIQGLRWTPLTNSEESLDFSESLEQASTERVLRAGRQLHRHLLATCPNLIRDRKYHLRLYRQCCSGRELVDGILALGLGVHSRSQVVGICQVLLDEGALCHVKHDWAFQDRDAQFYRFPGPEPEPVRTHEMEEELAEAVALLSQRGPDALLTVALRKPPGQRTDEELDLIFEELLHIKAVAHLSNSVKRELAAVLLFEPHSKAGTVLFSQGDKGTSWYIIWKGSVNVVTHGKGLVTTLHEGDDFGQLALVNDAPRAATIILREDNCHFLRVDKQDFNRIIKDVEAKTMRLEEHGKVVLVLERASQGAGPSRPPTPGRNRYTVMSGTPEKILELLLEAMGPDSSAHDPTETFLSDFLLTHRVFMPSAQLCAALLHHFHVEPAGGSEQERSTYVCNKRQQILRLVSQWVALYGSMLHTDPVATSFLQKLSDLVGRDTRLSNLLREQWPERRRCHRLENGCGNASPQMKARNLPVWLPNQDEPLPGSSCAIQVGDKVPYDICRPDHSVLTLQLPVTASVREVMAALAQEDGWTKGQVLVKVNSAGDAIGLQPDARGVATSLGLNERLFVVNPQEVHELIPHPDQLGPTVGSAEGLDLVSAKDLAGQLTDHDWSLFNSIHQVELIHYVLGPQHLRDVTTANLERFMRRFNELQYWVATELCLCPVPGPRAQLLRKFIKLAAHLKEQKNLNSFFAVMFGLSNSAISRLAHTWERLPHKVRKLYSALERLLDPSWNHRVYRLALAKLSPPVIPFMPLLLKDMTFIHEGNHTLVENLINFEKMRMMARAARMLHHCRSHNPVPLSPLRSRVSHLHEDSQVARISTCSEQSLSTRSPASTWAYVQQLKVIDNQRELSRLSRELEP
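Read-out is the fluorescence drop as BODIPY-GDP leaves Rap1B (480 nm excitation, 540 nm emission), recorded every 5 minutes over 30 minutes. Reactions held 100 nM EPAC1, 250 nM Rap1B–BODIPY-GDP and 50 uM GDP, with 6.5 mM cAMP setting full activation.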
EPAC2 antagonist: qHTS for Antagonist of cAMP-regulated guanine nucleotide exchange factor 2 (EPAC2): primary screen; Rap guanine nucleotide exchange factor 4 (Homo sapiens), Q8WZA2; EPAC2 GEF exchange of Rap1B-BODIPY-GDP, fluorescence; Potency, µM (doses to about 114 µM), without a hit: at the highest dose activity, negative = inhibition, most hits filed as inhibitors; actives 0.18% (n = 360,000); AID 720708, 2013; note: % is set by controls: 0 for no effect and ±100 for the full control effect; nearly all actives have a fitted effect of over 45% in size; many of its hits are not listed in these tables
EPAC1 antagonist: qHTS for Antagonist of cAMP-regulated guanine nucleotide exchange factor 3 (EPAC1): primary screen | Rap guanine nucleotide exchange factor 3 (Homo sapiens), O95398 | EPAC1 GEF assay, Rap1b-BODIPY-GDP exchange fluorescence | Potency, µM (top dose mostly 115 µM), without a hit: top-dose activity change, negative = inhibition, actives largely listed as inhibitors | actives 0.14% (n = 360,000) | AID 720709, 2013;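 note: plate controls were vehicle for no effect and positive control for full effect; nearly all actives have a fitted effect of over 50% in size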
TDP-43 yeast inh: qHTS of TDP-43 Inhibitors | TDP-43 expressing yeast growth rescue, BacTiter-Glo, 24 h | Potency, µM (top dose mostly 46.1 µM), for inactives: at the highest dose growth rescue (activation), hits mostly activators | AID 652104, 2013 | actives 1.8% (n = 410,000); note: % of control where 0% means no effect; nearly all actives have a fitted effect of over 50% in size
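Luminescence from BacTiter-Glo reports growth of TDP-43-expressing yeast after 24 hr at 30 deg C with compound. Cells were raffinose-pregrown to mid-log, then seeded in galactose medium at OD600=0.02.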
EPAC2 ag: qHTS for Agonist of cAMP-regulated guanine nucleotide exchange factor 4 (EPAC2): primary screen | EPAC2 activation, biochemical qHTS; response scale: 100% = 6.5 mM cAMP response | AID 720711, 2013 | actives 0.079% (n = 360,000) | Potency, µM (top dose mostly 154 µM), for the others: at the highest dose activation, actives largely listed as activators | Rap guanine nucleotide exchange factor 4 (Homo sapiens), Q8WZA2; note: nearly all actives have a fitted effect of over 50% in size
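Fluorescence exchange assay: 100 nM EPAC2 with 250 nM RAP1B-BODIPY-GDP and 50 uM GDP; compounds tested as a concentration-titration series (qHTS). Loss of Rap1-bound BODIPY-GDP fluorescence read at 480/540 nm; data normalized to 6.5 mM cAMP.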
PTHR1 ag: qHTS for PTHR1 Agonists: Primary Screen; AID 743266, 2014; actives 0.075% (n = 410,000); HEK293 GP2 PTHR1 cells, GloSensor cAMP luminescence, 1 h; Parathyroid hormone/parathyroid hormone-related peptide receptor (Homo sapiens), Q03431; Potency, µM (top dose mostly 115 µM), inactives show at the highest dose activation, hits mostly activators; note: nearly all actives have a fitted effect of over 55% in size; some results filed as inactive show a strong effect at the top dose; inactives centre near -15; many of its hits are not listed in these tables
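HEK-293-derived GP2 cells expressing PTHR1 and a GloSensor cAMP reporter, 3,000/well, plated overnight, given luciferin plus IBMX (each 0.5 mM as added) for 1 h at 37 °C, then compound for 1 h at 37 °C. Luminescence was read after 15 min at room temperature.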
FUS suppressor: qHTS for Suppressors of FUS Proteinopathy: Primary screen using FUS-linked yeast assay. S. cerevisiae FUS-expressing, growth rescue, OD600, 24 h. Potency, µM (series often up to 76.6 µM), for inactives: at the top dose growth rescue (activation), most hits filed as activators. actives 0.24% (n = 390,000). AID 1347120, 2019;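 note: plate controls were DMSO vehicle for no effect and reference control for full effect; nearly all actives have a fitted effect of over 55% in size; some results filed as inactive show a strong effect at the top dose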
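Galactose (2%) drives FUS expression in yeast precultured in raffinose; seeding density OD 0.005. Test compounds incubated 24hr at 30C and 99% humidity before absorbance at 600 nm was measured.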
The depositor's hits bear a star; i = inactive; ? = inconclusive; . = no result given; [ ] = dose if it differs, or a comment. Calls come from the whole dose curve; as a rule, active = well fitted curve in the direction sought with a large enough effect; inconclusive = small, poorly fitted or top-dose-only effect, or another doubt; inactive = no such curve, though single readings can be large; an effect the other way counts as inactive or inconclusive. Potency is the fitted concentration of half-maximal effect. This is a subset. The share of hits here may be higher or lower than overall.

Compound | aSyn yeast inh | EPAC1 agonist | EPAC2 antagonist | EPAC1 antagonist | TDP-43 yeast inh | EPAC2 ag | PTHR1 ag | FUS suppressor
COc1ccc(C)cc1C1=CC(=O)C[C@H](c2ccc(F)cc2)C1 | 14% | 12% | -26% | -18% | -5% | 19% | -42%[inhibitor] | 22%
Cc1ccc(C(=O)COC(=O)CCS(=O)(=O)c2ccccc2)cc1[N+](=O)[O-] | -9% | 3% | -1% | -13% | 13% | 1% | i | 5%
CCOc1cc2[nH]c(=O)n(Cc3ccc(C(=O)NCCCN4CCCC4=O)cc3)c(=O)c2cc1OCC | -4% | 15% | -6% | 8% | -19% | 15% | i | 44%
O=C(O)c1ccccc1/C=N/Nc1ccc(S(=O)(=O)Nc2ccc(Cl)cc2)cc1[N+](=O)[O-] | 1%[1.84 µM] | -4% | ? | -1% | -1% | -12% | -30% | ?
C=CCn1c(=N)n(CC(=O)c2ccc(Br)cc2)c2ccccc21 | -14% | 2% | -16% | -18% | 28% | 9% | -16% | ?
NNC(=O)C(Cc1cnc[nH]1)NC(=O)OCc1ccccc1 (centres undefined) | -13% | 17% | -2% | 8% | 15% | 3% | i | -17%
CCC(C)C1C(C#N)=C(N)Oc2n[nH]c(-c3ccccc3)c21 (centres undefined) | 2% | -10% | 14% | 1% | 19% | 1% | -80%[inhibitor] | 15%
COc1ccc(-c2nn3c(-c4ccccc4)nnc3s2)cc1OC | -5% | 7% | -3% | -15% | 0% | 9% | -14%[57.5 µM] | 41%
CCOC(=O)c1c(C)[nH]c(C)c1C(=O)COC(=O)c1ccc(O)cc1 | 4% | -1% | 5% | -18% | 7%[9.22 µM] | -8% | i | 0%
Cc1onc(-c2ccccc2)c1CNS(=O)(=O)c1ccccc1[N+](=O)[O-] | 3% | -3% | 2% | 15% | 5% | -1% | -39%[inhibitor] | -15%
O=c1nc2ccc(Cl)cn2c2ccc(S(=O)(=O)N3CCCCC3)cc12 | -2% | -3% | -2% | -11% | 7% | -7% | i | 14%
CCCCn1c(=O)[nH]c(=O)c2c1nc(-c1ccc(OC)c(Br)c1)n2CC(C)C | 1% | 10% | -25% | -5% | 0% | -6% | -16% | ?
O=C(NCc1ccccc1)c1ccc2c(=O)n(CC3CCCO3)c(=S)[nH]c2c1 (centres undefined) | -1% | -6% | 6% | 5% | 11% | -5% | -28% | 14%
CC1(C)CC(=O)C2=C(C1)N(CC1CCCO1)C(=O)NC2(C(F)(F)F)C(F)(F)F (centres undefined) | -5% | 4% | 7% | 11% | -6% | -35%[inhibitor] | i | -2%
CCCCCCc1cc2cc(C(=O)NC)c(=N)oc2cc1O | 0% | 10% | 16% | 4% | -2% | 100µM* | -10% | 11%
Cc1ccc(OCC(O)CN2CCOCC2)cc1 (centres undefined) | 1% | 16% | -1% | -16% | -3% | 5% | i | -19%
O=C(COC(=O)C1(c2ccccc2)CC1)NNC(=O)c1ccccc1 | -1% | 10% | -1% | -15% | -10% | 12% | i | 2%
Cc1cc(NC(=O)CCC(=O)N(CC(=O)NCC2CCCO2)c2cccc(C)c2C)no1 (centres undefined) | 5% | -5% | -3% | -13% | 24% | 4% | i | 13%
O=C(Nc1cccc(NC(=O)c2cccnc2)c1)c1ccccc1 | -3% | 0% | 2% | -6% | -2% | 13% | 12% | -4%
CCCN(CC(=O)Nc1ccccc1C)C(=O)c1cccc(S(=O)(=O)N2CCN(c3ccccc3)CC2)c1 | 0% | -1% | -5% | -20% | 9% | 4% | -23% | 38%
COc1ccccc1C1N(c2ccc(F)cc2)C(=O)C2CCCN21 (centres undefined) | -2% | 4% | -3% | 0% | 0% | -4% | i | 16%
COc1ccc(NC(=O)c2nc[nH]c2C(=O)NCC(=O)OC(C)(C)C)cc1 | 14% | -12% | 4% | -9% | ? | 9% | -4% | 5%
CCC(C)NCCOc1ccccc1C (centres undefined) | 5% | -3% | 8% | -20% | 9%[9.22 µM] | 2% | -2% | -16%
O=C(Nc1cc(C(F)(F)F)ccc1Cl)C(Sc1ccccn1)c1ccccc1 (centres undefined) | 6% | -2% | 0% | -7% | 17% | 16% | -11% | -3%
Cc1cccc(NC(=S)NC2CC3CCC(C2)N3Cc2ccco2)c1 (centres undefined) | -10% | 1% | 2% | -15% | -3% | 12% | 8%[57.5 µM] | 11%
COc1ccc(C(=O)N2CCC(N3CCN(c4ccccc4)CC3)CC2)cc1OC | -5% | 6% | -1% | -10% | -26% | 16% | -15% | 17%
O=C(c1ccccn1)N1CCN(C(=O)c2ccccn2)CC1 | -5% | 8% | -5% | -3% | 17% | 9% | -22% | 15%
C=CCOc1c(Br)cc(C2NC(=O)NC(C)=C2C(C)=O)cc1OCC (centres undefined) | 0% | 1% | 9% | -4% | -22% | 0% | i | 26%
C/C(=C\C(=O)c1ccc(Br)cc1)N1CCCCC1 | 16% | 14% | -2% | -2% | -11% | 7% | ? | 10%
Cc1ccc(CC23CN4CCN(CC(C4)C2O)C3)c(C)c1 (centres undefined) | 1% | 9% | 9% | 19% | -20% | 1% | i | 17%
Cc1ccc([N+](=O)[O-])cc1NC(=O)Nc1onc(C)c1C | -2% | 17% | 5% | -11% | 9% | 4% | -4% | -26%
CCn1c(SCc2nc3sc(C(=O)O)c(C)c3c(=O)[nH]2)nc2ccccc21 | 2% | 6% | 21% | 5% | 2% | 10%[15.6 µM] | i | 24%
O=C(Nc1ccc(F)cc1)NC1CCN(Cc2c(F)cccc2Cl)CC1 | -3% | 2% | -7% | -16% | -13% | 15% | -1% | 14%
CCc1cccc(C)c1NC(=O)Nc1ccc2c(c1)OCO2 | 0% | 2% | -12% | 0% | -7% | 7% | -3% | .
O=C(NNC(=O)c1csc(N2CCOCC2)n1)c1cccnc1 | 2% | -6% | 12% | 8% | 10% | 5% | -12% | 1%
CC1CC(C)CN(C(=O)COC(=O)c2cc3ccccc3cc2O)C1 (centres undefined) | 18% | 10% | -8% | -18% | 5% | 10% | -20%[57.5 µM] | 25%
O=CNc1cc(-c2ccc(C(=O)NC3CC3)cc2)cn2c(-c3ccc(F)c(Cl)c3)cnc12 | 0% | -16% | -9% | 16% | 17% | 3% | -43%[inhibitor] | ?
CCOC(=O)C1C(=O)CC(=O)CC1CC(C)SCC (centres undefined) | -16% | -9% | 10%[57.1 µM] | 6% | 5% | -7% | -5%[57.5 µM] | 23%
O=C(c1cccnc1)N1CCN(C/C=C/c2ccccc2)CC1 | 5% | 5% | -3% | -12% | -2% | -6% | -12% | 16%
Cc1ccnc(NC(=O)c2sc3cc(Cl)ccc3c2Cl)c1 | -3% | -13% | 10% | -9% | 22% | -2% | -28% | .
C=CCn1cnc2c(NCc3ccccc3)ncnc21 | 7% | 4% | 6% | -2% | 10% | 18% | -6% | -7%
CCS(=O)(=O)NCc1ccc2c(c1)cc(C)n2C | 1% | 7% | 4% | -2% | 0% | 12% | i | 23%
COc1cc([N+](=O)[O-])cc2sc(NC(=O)C(C)(C)C)nc12 | 2% | -7% | -1% | -7% | -13%[1.82 µM] | -2% | i | 7%
O=C(Nc1ccc2c(c1)OCO2)C1CCCCC1 | 2% | -5% | -6% | 10% | 23% | -2% | i | 3%
O=C(Cn1c(=O)oc2ccccc21)Nc1ccc(F)cc1 | 0% | -2% | -1% | -6% | -10% | 2% | i | 20%
COc1ccccc1N1CCN(C(=O)c2coc(=O)c(Br)c2)CC1 | 1% | 4% | 7% | 10% | -17%[1.82 µM] | -2% | i | 3%
O=C(c1cccnc1)N1CCN(C(=O)c2ccco2)CC1 | 0% | 7% | 0% | -6% | -16% | 4% | -9%[57.5 µM] | -16%
CC(=O)Nc1cccc(OCCCNC(=O)c2ccc(C(C)(C)C)cc2)c1 | 0% | 2% | -10% | -28% | 12% | 12% | -12% | 17%
Cc1ccc(C)c(N2CCN(C(=O)CN(C)S(=O)(=O)c3cnc[nH]3)CC2)c1 | -2% | -1% | -7%[57.1 µM] | -22% | -12% | 10% | i | 8%
Cc1ccccc1S(=O)(=O)N(C)C[C@@H]1OCc2cnnn2CCCC(=O)N([C@H](C)CO)C[C@H]1C | -1% | 9% | 5% | 38%[activator] | 22% | 5% | 4% | -5%
COc1cc2cc(CN(Cc3cccs3)C(=S)Nc3ccc(C)cc3)c(=O)[nH]c2cc1OC | -1% | 13% | -13% | 0% | -3% | 9% | i | 35%
O=C(Nc1cccc(F)c1)c1ccc(CSc2ccccc2)o1 | -11% | 7% | 3% | -19% | -6% | 25% | i | 25%
CC(Sc1ncnc2sc(-c3ccccc3)cc12)C(N)=O (centres undefined) | 0% | 4% | 4% | 0% | 17% | 9% | i | 24%
COc1ccc(CC(=O)Nc2nc(C(C)(C)C)cs2)cc1 | -19% | 3% | -15% | -15% | 16% | 14% | -37%[inhibitor] | 1%
Cc1ccccc1NC(=O)C(=O)Nc1ccccc1C | -7% | 0% | 9% | 13% | -11% | 6% | -4% | 0%

Retrieved one by one from the entries so far (two):
Compound | aSyn yeast inh | EPAC1 agonist | EPAC2 antagonist | EPAC1 antagonist | TDP-43 yeast inh | EPAC2 ag | PTHR1 ag | FUS suppressor
Cc1ccc([N+](=O)[O-])cc1NC(=O)Nc1onc(C)c1C | -2% | 17% | 5% | -11% | 9% | 4% | -4% | -26%
O=CNc1cc(-c2ccc(C(=O)NC3CC3)cc2)cn2c(-c3ccc(F)c(Cl)c3)cnc12 | 0% | -16% | -9% | 16% | 17% | 3% | -43%[inhibitor] | ?

Screening data deposited in PubChem BioAssay by National Center for Advancing Translational Sciences (NCATS).
